# RECQ1 helicase: qHTS Assay for Inhibitors of RecQ-Like Dna Helicase 1 (RECQ1); ATP-dependent DNA helicase Q1 (Homo sapiens), P46063; RECQ1 DNA unwinding, red fluorescence kinetic read; Potency, µM (doses to about 57.3 µM), inactives show at the top dose activity, negative = inhibition, hits mostly inhibitors; hit rate 0.54% among 240,000;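 also: plate controls were vehicle for no effect and no enzyme for full effect; nearly all actives have a fitted effect of over 30% in size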
# Target sequence (P46063 whole entry, looked up): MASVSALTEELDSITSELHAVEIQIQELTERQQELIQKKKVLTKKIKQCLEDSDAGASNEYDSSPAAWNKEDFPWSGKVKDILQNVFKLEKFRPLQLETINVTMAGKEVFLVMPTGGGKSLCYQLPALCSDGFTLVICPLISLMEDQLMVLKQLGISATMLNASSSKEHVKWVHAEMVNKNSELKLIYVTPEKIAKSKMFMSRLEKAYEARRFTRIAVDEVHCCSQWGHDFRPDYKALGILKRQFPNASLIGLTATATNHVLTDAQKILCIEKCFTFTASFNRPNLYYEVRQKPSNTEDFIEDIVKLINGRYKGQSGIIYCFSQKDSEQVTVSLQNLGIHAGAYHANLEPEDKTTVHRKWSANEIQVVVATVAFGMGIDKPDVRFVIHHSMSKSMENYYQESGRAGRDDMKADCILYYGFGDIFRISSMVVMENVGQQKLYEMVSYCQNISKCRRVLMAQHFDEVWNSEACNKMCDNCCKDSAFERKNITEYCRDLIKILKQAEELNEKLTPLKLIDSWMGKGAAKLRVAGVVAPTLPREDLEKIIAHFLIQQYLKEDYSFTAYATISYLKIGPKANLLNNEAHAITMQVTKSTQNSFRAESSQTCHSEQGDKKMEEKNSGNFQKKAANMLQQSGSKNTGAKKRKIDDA
#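 50 nM RECQ1T1 preincubated 15 min with compound in Tris pH 8.0 buffer with MgCl2, DTT, Tween-20 and 2.5 ug/ml poly(dI-dC); started with 200 nM TAMRA/BHQ-2 forked duplex and 2 mM ATP. Unwinding read as fluorescence (525/598 nm), two reads 2 h apart.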
# Tau fluor counter: Counterscreen qHTS for Inhibitors of Tau Fibril Formation, Fluorescence Polarization; Potency, µM (highest dose often 57.7 µM), without a hit: top-dose activity change, negative = decrease; AID 1463, 2008; hit rate 0.93% among 280,000; tau K18 P301L Alexa594 fluorescence, heparin fibrillization; also: % is scaled to controls: 0 for no effect and ±100 for the full control effect; nearly all actives have a fitted effect of over 55% in size
#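 Human K18 P301L tau (15 uM unlabeled plus 0.24 uM Alexa 594-labeled, final) in 100 mM sodium acetate pH 7 was mixed with compound and 20 uM heparin and incubated 6 hr at 37 C.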
# HTT cytoprotect: qHTS Multiplex Assay to Identify Dual Action Probes in a Cell Model of Huntington: Cytoprotection (ATP); hit rate 0.14% among 230,000; Potency, µM (doses to about 56.4 µM), without a hit: cytoprotection (ATP increase), hits mostly activators; PC12 HTT-Q103 induced, cytoprotection, ATP luminescence, 40 h;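 also: % of control where 0% means no effect; nearly all actives have a fitted effect of over 45% in size; toxic huntingtin expression switched on by the ecdysone agonist tebufenozide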
#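 PC12 cells stably carrying ecdysone-inducible Htt exon 1 (Q103)–GFP were induced with 100 nM tebufenozide (final) alongside library compounds in a dose series. Cytoprotection was scored as retained ATP by ATPlite luminescence.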
# TRb-SRC2 inh: qHTS for Inhibitors of the Interaction of Thyroid Hormone Receptor and Steroid Receptor Coregulator 2 | Thyroid hormone receptor beta (Homo sapiens), P10828 | Potency, µM (highest dose often 106 µM), for inactives: at the highest dose activity change, negative = inhibition, hits mostly inhibitors | hit rate 0.065% among 280,000 | TRbeta-SRC2 peptide binding, fluorescence polarization; receptor liganded with 1 µM T3;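 also: plate controls were bound peptide for no effect and peptide without receptor for full effect; nearly all actives have a fitted effect of over 50% in size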
# Target sequence (P10828 whole entry, looked up): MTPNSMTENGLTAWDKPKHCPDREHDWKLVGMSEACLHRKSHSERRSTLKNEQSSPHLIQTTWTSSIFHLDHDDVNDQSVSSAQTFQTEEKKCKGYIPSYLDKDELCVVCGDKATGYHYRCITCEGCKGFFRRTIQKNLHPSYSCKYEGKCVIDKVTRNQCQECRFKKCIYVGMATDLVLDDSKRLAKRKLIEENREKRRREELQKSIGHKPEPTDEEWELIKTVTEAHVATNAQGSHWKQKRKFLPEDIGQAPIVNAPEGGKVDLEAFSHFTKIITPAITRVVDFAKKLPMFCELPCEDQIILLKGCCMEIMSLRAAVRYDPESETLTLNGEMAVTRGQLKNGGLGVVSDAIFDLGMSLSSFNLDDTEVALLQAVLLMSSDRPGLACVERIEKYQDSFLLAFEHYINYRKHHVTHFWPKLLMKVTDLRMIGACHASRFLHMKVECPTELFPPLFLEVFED
#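 Assay buffer: 20 mM Tris-HCl, 100 mM NaCl, 10% glycerol, 1 mM EDTA, 0.01% NP-40, 1 mM DTT, 1 uM T3, 5% DMSO; TRb LBD 0.6 uM, Texas Red SRC2 20 nM; FP after 5 hr.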
# TR SRC2 fluor cs: Total Fluorescence Counterscreen for Inhibitors of the Interaction of Thyroid Hormone Receptor and Steroid Receptor Coregulator 2. TRb/SRC2 Texas Red total fluorescence interference. Potency, µM (top dose mostly 106 µM), for inactives: top-dose fluorescence change, negative = quenching. hit rate 0.29% among 280,000. AID 1479, 2009; active = well fitted curve in either direction with a large enough effect; inconclusive = small, poorly fitted or top-dose-only effect; also: % is scaled to controls: 0 for no effect and ±100 for the full control effect
#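 Human TRβ ligand-binding domain (0.6 uM) and Texas Red SRC2 peptide (20 nM) in Tris buffer with 1 uM T3 and 5% DMSO were incubated with pinned compound for 5 hr at ambient temperature. Total fluorescence was computed as S + 2P (555/632 nm).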
# Tau fibril ThT: qHTS for Inhibitors of Tau Fibril Formation, Thioflavin T Binding; Microtubule-associated protein tau (Homo sapiens), P10636; recombinant tau K18 P301L, heparin-induced fibrillization, ThT fluorescence; Potency, µM (series often up to 57.4 µM), for the others: at the top dose activity, negative = inhibition, most hits filed as inhibitors; hit rate 2.1% among 270,000; AID 1460, 2008; also: % is scaled to controls: 0 for no effect and ±100 for the full control effect; nearly all actives have a fitted effect of over 55% in size
#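 ThT emission at 510 nm, taken 1 hr after adding 30 uM dye, quantifies aggregates formed when 20 uM heparin acts on human tau K18 P301L for 6 hr at 37 C.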
# L3MBTL1 block: qHTS Assay for the Inhibitors of L3MBTL1; Lethal(3)malignant brain tumor-like protein 1 (Homo sapiens), Q9Y468; AlphaScreen L3MBTL1–H3K9me1 peptide binding; Potency, µM (doses to about 57.1 µM), inactives show at the top dose activity, negative = inhibition, hits mostly inhibitors; hit rate 0.66% among 230,000; AID 485360, 2010; also: % is scaled to controls: 0 for no effect and ±100 for the full control effect; nearly all actives have a fitted effect of over 60% in size
#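 L3MBTL1 50 nM + b-AHA-H3(1-15)K9me1 75 nM, 30 min RT; compound added, 30 min RT; streptavidin donor/Ni-chelate acceptor beads 10 ug/mL each final, 30 min RT dark; AlphaScreen read.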
# Tau FP inhib: qHTS for Inhibitors of Tau Fibril Formation, Fluorescence Polarization; Microtubule-associated protein tau (Homo sapiens), P10636; Potency, µM (titrated, usually from 57.7 µM), for inactives: top-dose activity, negative = inhibition, actives largely listed as inhibitors; hit rate 0.39% among 280,000; K18 P301L tau heparin fibrillization, Alexa594 FP, 6 h; also: % is scaled to controls: 0 for no effect and ±100 for the full control effect; nearly all actives have a fitted effect of over 55% in size
#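 Human K18 P301L fragment (15 uM unlabeled plus 0.24 uM Alexa 594-labeled) in 100 mM sodium acetate pH 7 with compound, aggregation induced by 20 uM heparin for 6 hr at 37 C. ThT (30 uM) added for 1 hr, then Alexa 594 FP read.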
# The depositor's hits bear a star; i = inactive; ? = inconclusive; · = no result given; [ ] = dose if it differs, or a comment. Unless noted, calls follow the shape of the dose curve; as a rule, active = well fitted curve in the direction sought with a large enough effect; inconclusive = small, poorly fitted or top-dose-only effect, or another doubt; inactive = no such curve, though single readings can be large; an effect the other way counts as inactive or inconclusive. Potency is read from the fitted curve at half-maximal effect. Only part of the results is shown, so the mix of outcomes need not match the whole.
SMILES,RECQ1 helicase,Tau fluor counter,HTT cytoprotect,TRb-SRC2 inh,TR SRC2 fluor cs,Tau fibril ThT,L3MBTL1 block,Tau FP inhib
Cc1ccc(S(=O)(=O)Nc2ccc(N(C)C)cc2)cc1,i,?,-31%[1.9 µM],-6%,0%,?,-3%,-11%
Clc1ccc(-c2cc(COc3ccccc3)no2)cc1Cl,-15%,-13%,2%,-1%,2%,?,16%,1%
O=C(CSC1CN(C(c2ccccc2)c2ccccc2)C1)N/N=C/c1ccc(Cl)cc1Cl,i,-32%,-3%[10 µM],4%,2%,-15%,-15%,-22%
Fc1cccc(-c2cc3nc(-c4ccccc4)cc(N4CCC5(CC4)OCCO5)n3n2)c1,-14%,-24%,5%[10 µM],-2%,0%,-8%,66%[activator],?
CCn1cc(C(=O)NCCCN2CCCC(C)C2)c(=O)c2cc(S(=O)(=O)N3CCc4ccccc4C3)ccc21 (centres undefined),-8%,-3%,?,-5%,0%,4%,·,8%
COC(=O)CSc1nnc(CNC(=O)Cc2ccccc2)n1-c1ccccc1OC,-5%,-4%,2%,0%,-2%,-3%,6%,4%
O=C(NNC1CC(=O)N(c2ccccc2)C1=O)c1ccc(COc2ccccc2Cl)o1 (centres undefined),-15%,-1%,6%[10 µM],-2%[53 µM],0%[53 µM],-1%,-7%,15%
Cc1c(Br)c(C(F)(F)F)nn1CC(=O)NCCN1CCOCC1,-9%,12%,8%,-31%,1%,13%,6%,5%
CNc1ccnc(-c2c(C)noc2C)n1,-3%,0%,11%,-4%,-4%,0%,·,0%
O=C(O)C1CCCN(S(=O)(=O)c2ccc(Cl)s2)C1 (centres undefined),i,8%,-4%,-1%,2%,-5%,?,13%
COc1ccc(C2c3ccc(O)cc3Oc3ncn4nc(-c5ccccn5)nc4c32)cc1 (centres undefined),-6%,-19%,6%[10 µM],13%,0%,-3%,-13%,3%
Cc1ccc(C(=O)c2cc(C)sc2NC(=O)CN2CCN(C(=O)c3ccco3)CC2)cc1,-4%,-11%,19%[10 µM],-1%,-1%,?,-29%,12%
CCOC(=O)C1(CC2CC2)CCN(C(=O)c2cccnc2C)CC1,16%,-4%,0%[10 µM],8%[53 µM],-2%[53 µM],-9%,5%,7%
O=S(=O)(Nc1nc2n(n1)C(c1ccc(F)cc1)C=C(c1ccccc1)N2)c1ccc(Cl)cc1 (centres undefined),·,-6%,·,2%,0%,0%,·,-2%
CC(C)Nc1ccc(Nc2ccnc3cc4ccccc4cc23)cc1,22µM*,18µM*[quencher],-36%[10 µM],3%,-2%,5µM*,14µM*,-3%
CC(C)Cn1cnc2c(c(-c3ccccc3)c(-c3ccccc3)n2Cc2ccco2)c1=N,-16%,-2%,-95%[inhibitor],2%,5%,-16%,·,-3%
CCOCCc1nnc(NC(=O)CSc2ccccc2)s1,-2%,2%,17%[10 µM],14%,0%,1%,10%,0%
COc1ccc(C2CC(=O)C(C=NCCO)=C(O)C2)cc1OC (centres undefined),5%,4%,-2%,-2%,-6%,0%,2%[11.4 µM],8%
COc1ccc(CCN(C)C(=O)CSc2nnnn2C)cc1OC,-16%,4%,·,-8%,-2%,3%,1%,1%
Cc1ccc(Oc2ncccc2C(=O)NC2CCSC2=O)cc1 (centres undefined),i,-5%,-13%,-8%,-1%,2%,35%[activator],-4%
COc1ccc(CNc2nc(NCc3ccc(OC)cc3)n(C(C)=O)n2)cc1,-8%,-6%,3%,-2%,-8%,-5%,·,-10%
COc1ccc(/C(O)=C2\C(=O)C(=O)N(Cc3ccco3)C2c2ccc(OC)cc2OC)cc1 (centres undefined),-1%,-5%,-22%,1%,-1%,?,-1%,-10%
O=C(NC(=S)NCC1CCCO1)c1ccco1 (centres undefined),i,3%,-10%,-5%,-2%,2%,-2%,3%
Cc1cccc(-n2ccnc2SCC(=O)Nc2cccc3ccccc23)c1C,·,-23%,·,6%,-1%,-15%,·,0%
CCOc1cc(C2C(C(=O)c3ccco3)=C(O)C(=O)N2CCc2ccccc2)ccc1O (centres undefined),i,-10%,-13%[10 µM],0%,1%,-10%,1%,-6%

# Next part; the last four above are carried over.
SMILES,RECQ1 helicase,Tau fluor counter,HTT cytoprotect,TRb-SRC2 inh,TR SRC2 fluor cs,Tau fibril ThT,L3MBTL1 block,Tau FP inhib
COc1ccc(/C(O)=C2\C(=O)C(=O)N(Cc3ccco3)C2c2ccc(OC)cc2OC)cc1 (centres undefined),-1%,-5%,-22%,1%,-1%,?,-1%,-10%
O=C(NC(=S)NCC1CCCO1)c1ccco1 (centres undefined),i,3%,-10%,-5%,-2%,2%,-2%,3%
Cc1cccc(-n2ccnc2SCC(=O)Nc2cccc3ccccc23)c1C,·,-23%,·,6%,-1%,-15%,·,0%
CCOc1cc(C2C(C(=O)c3ccco3)=C(O)C(=O)N2CCc2ccccc2)ccc1O (centres undefined),i,-10%,-13%[10 µM],0%,1%,-10%,1%,-6%
Fc1ccc2c(Cl)c(-c3nnc(-c4cccs4)o3)sc2c1,i,-15%,-29%,-17%,2%,-4%,·,-15%
Cn1c(CNC(=O)c2ccco2)nnc1SCC(=O)Nc1ccc(Br)cc1F,5%,7%,·,6%,-1%,6%,-6%,3%
S=C1NCCOCCOCCOCCOCCNC(=S)N2CCOCCOCCN1CCOCC2,0%,0%,26%[10 µM],-8%,-1%,-7%,5%,2%
COc1ccc(CC2(CO)CCN(Cc3nc(C(C)C)cs3)CC2)cc1,-6%,-7%,15%[10 µM],5%,-2%,-5%,2%,-2%
CCOC(=O)c1ccc2c(c1)nc(-c1ccc(F)cc1)c1nccn12,4%,-1%,·,-2%,0%,1%,7%,1%
O=C1N=C(N2CCCCC2)S/C1=C\c1cn[nH]c1-c1ccccc1,0%,-10%,·,-1%,-3%,-6%,-1%,-9%
Cc1cc(C)c(C#N)c(SCCS(=O)(=O)c2ccc(C(C)(C)C)cc2)n1,-9%,-19%,1%,-2%,-1%,-9%,·,-10%
CC(C)NC(=O)c1ccc2c(c1)N(CC(=O)N1CCOCC1)C(=O)C(C)(C)O2,2%,1%,-10%,5%,1%,-6%,3%,-4%
Cn1nc(C(=O)Nc2cccc(S(N)(=O)=O)c2)c2ccccc2c1=O,1%,14%,-2%[10 µM],2%,-3%,-3%,-15%,?
CN(C)c1ccc(-c2nc(N(C)Cc3ccco3)c3ccccc3n2)cc1,-18%,?,-56%[inhibitor],-24%,-11%,?,·,3%
CCC(=O)NC1OC(CO)C(O)C(O)C1O (centres undefined),i,13%,·,-6%,-1%,13%,3%,-2%
CCN(CC)CCn1c(=S)[nH]c2cc(Cl)ccc2c1=O,-7%,-10%,-8%,7%,0%,-8%,-3%,1%
CCOc1ccc(NC(=S)NN2CCN(C)CC2)cc1,-9%,2%,·,-8%,0%,0%,17%,8%
O=C(Nc1ccsc1C(=O)NC1CCCCC1)c1ccc(F)cc1,6%,-15%,-31%,5%,0%,6%,-3%,-8%
Cc1cccc2cc(CN(CCc3ccccc3)C(=O)N3CCOCC3)c3nnnn3c12,-5%,-6%,-10%,4%,0%,0%,-1%,-8%
COc1cccc(NC(=O)C2C3C=CC4(O3)C2C(=O)N(C2CC2)C4C(=O)NC2CCCCC2C)c1 (centres undefined),-6%,8%,5%,-12%,0%,-3%,-2%,0%
CCOc1ccc(-c2csc(NC(=O)CSCC(=O)O)n2)c2ccccc12,i,-16%,0%,3%,-2%,?,·,-6%
COc1cccc(-c2nnc(-c3ccc(C)o3)o2)c1,-2%,-18%,-23%[1.9 µM],0%,-1%,?,-5%,-1%
Cc1ccc(NC(=O)COC(=O)C2=COCCO2)c([N+](=O)[O-])c1,0%,-3%,7%,2%,-1%,-6%,·,-5%
CC(CN1C(C)CCCC1C)OC(=O)c1ccccc1Cl (centres undefined),-1%,-4%,?,1%,0%,-7%,·,3%
Cc1cc(N2CCCCC2)ccc1[N+](=O)[O-],6%,-3%,16%[0.074 µM],-16%,-8%,6%,-2%,-6%
COc1ccc2c(C)cc(=O)[nH]c2c1,i,-8%,13%,2%,2%,-12%,·,-7%
O=C(c1ccccc1)n1ccc(-c2cnc(-c3ccccc3)s2)n1,-13%,-7%,-90%[inhibitor],-4%,-1%,-16%,·,-8%
Cc1ccnc(NS(=O)(=O)c2cccs2)c1,-3%,4%,-9%[0.074 µM],-18%,1%,-2%,·,5%
COc1ccc(C)cc1NC(=O)CNc1ccccc1CN(C)C1CCCCC1,i,-11%,1%[10 µM],1%,0%,-2%,-16%,4%
C=CCOC(=O)C(C(C)=O)C(NC(=O)OC)c1cccc(C(F)(F)F)c1 (centres undefined),i[11.5 µM],-4%[11.6 µM],-17%[10 µM],4%[11.2 µM],4%[11.2 µM],-1%[11.5 µM],·,-6%[11.6 µM]
O=C(c1ccc([N+](=O)[O-])cc1)N1CCc2ccccc2C1,-5%,-3%,·,7%,0%,-3%,5%,2%
O=C(Cc1ccccc1)n1nc(-c2ccccc2)nc1NCc1ccco1,-1%,-15%,-13%,-5%,-3%,-14%,4%,4%

# Bioassay records: PubChem BioAssay, National Center for Advancing Translational Sciences (NCATS)
